DAX1 inh-1: DAX1 (NR0B1) inhibitors, primary screen, cell-based, HEK293, Gal4-DAX1, luciferase luminescence; HEK293 Gal4-DAX1 luciferase reporter; 340,000 tested, 0.99% active; AID 504766, 2011; inhibition, % at 6.75 µM;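 active = inhibition above the mean over all tested compounds plus 3 SD, cut at about 4.2% in these data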;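 note: 0% = DAX1-transfected cells with DMSO and 100% = empty-vector control cells with DMSO; inhibition shows as a rise in luminescence from relieved DAX1 repression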
Target sequence (P51843 207-470 limits assumed): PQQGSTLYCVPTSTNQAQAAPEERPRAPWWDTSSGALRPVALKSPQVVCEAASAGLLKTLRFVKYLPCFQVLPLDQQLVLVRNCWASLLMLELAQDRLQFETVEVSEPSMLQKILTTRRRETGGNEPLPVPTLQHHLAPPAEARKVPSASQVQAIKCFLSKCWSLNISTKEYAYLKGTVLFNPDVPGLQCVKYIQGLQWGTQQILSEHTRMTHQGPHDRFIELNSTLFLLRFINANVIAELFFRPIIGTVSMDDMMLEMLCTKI
sPLA2-III inh: human group III sPLA2 inhibitors, primary screen, biochemical, QFRET, BODIPY PC-A2 liposome substrate; Group 3 secretory phospholipase A2 (Homo sapiens), Q9NZ20; inhibition, % at 12.2 µM; 370,000 tested, 0.56% active; QFRET BODIPY PC-A2 liposome hydrolysis, fluorescence;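 active = inhibition above mean plus 3 SD of compounds lying within the high and low control bounds, cut at about 19% in these data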;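 note: 0% = median of test compound wells and 100% = no enzyme DMSO wells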
Target sequence (Q9NZ20 whole entry, looked up): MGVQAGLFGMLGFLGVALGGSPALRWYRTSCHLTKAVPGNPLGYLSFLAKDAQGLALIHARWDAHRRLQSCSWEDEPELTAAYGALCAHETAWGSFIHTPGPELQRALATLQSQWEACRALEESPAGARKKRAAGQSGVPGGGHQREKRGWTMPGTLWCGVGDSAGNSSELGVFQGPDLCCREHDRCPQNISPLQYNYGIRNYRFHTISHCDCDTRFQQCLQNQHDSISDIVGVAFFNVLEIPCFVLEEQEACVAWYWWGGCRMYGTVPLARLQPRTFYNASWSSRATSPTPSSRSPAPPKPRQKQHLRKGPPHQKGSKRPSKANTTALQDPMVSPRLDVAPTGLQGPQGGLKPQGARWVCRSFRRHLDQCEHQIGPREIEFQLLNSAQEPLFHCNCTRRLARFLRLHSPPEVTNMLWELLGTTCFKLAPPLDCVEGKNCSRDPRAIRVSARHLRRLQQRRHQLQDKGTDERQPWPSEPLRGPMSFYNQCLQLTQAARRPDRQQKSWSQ
FXN GAA850 act: FXN promoter activators, primary screen, cell-based, luciferase luminescence, HEK293 lucGAA850; HEK293 lucGAA850 FXN promoter luciferase reporter, 24 h; percent of 10 µM SAHA response; activation, % at 6 µM; 360,000 tested, 0.56% active; AID 540364, 2011;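 active = activation above the average of all compounds screened plus 3 SD, cutoff fixed separately per campaign, cut at about 7.5% in these data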;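 note: 0% = DMSO wells and 100% = 10 µM SAHA wells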
KLK7 zymogen act: proKLK7 zymogen activators, primary screen, biochemical, fluorescence intensity. Kallikrein-7 (Homo sapiens), P49862. purified proKLK7, EDANS-DABCYL substrate fluorescence; 100% is mature enzyme control, 0% vehicle. activation, % at 7 µM. 370,000 tested, 0.9% active. AID 652039, 2013;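 active = activation above the mean of all tested compounds plus 3 SD, computed per campaign excluding outliers beyond control limits, cut at about 13% in these data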
Target sequence (P49862 whole entry, looked up): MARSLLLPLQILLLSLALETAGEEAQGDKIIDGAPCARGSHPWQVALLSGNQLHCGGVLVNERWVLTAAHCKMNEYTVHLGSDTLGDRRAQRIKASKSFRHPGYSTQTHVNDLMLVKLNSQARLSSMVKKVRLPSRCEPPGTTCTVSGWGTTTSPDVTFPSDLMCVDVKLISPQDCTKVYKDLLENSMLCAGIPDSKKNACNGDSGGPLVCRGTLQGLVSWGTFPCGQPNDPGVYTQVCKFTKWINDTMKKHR
DAX1 inh-2: DAX1 (NR0B1) inhibitors on StAR promoter, primary screen, cell-based, luminescence, SF-1 (NR5A1), full-length DAX-1; HEK293T StAR-luciferase reporter, SF-1/DAX-1 repression relief; inhibition, % at 6.8 µM; 370,000 tested, 1.1% active; AID 652010, 2013;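 active = inhibition above the mean over all tested compounds plus 3 SD, cut at about 3.6% in these data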;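 note: 0% = DAX-1 cells with DMSO and 100% = cells lacking DAX-1 with DMSO; higher inhibition means more luminescence from relief of DAX-1 repression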
ssDAF12 agonist: S. stercoralis DAF-12 nuclear receptor activators, primary screen, cell-based, luminescence, HEK293, GRIP1 co-expression, lit1-tk-luc; Nuclear hormone receptor DAF-12 (Strongyloides stercoralis); AID 652126, 2013; 370,000 tested, 1% active; activation, % at 6.8 µM; HEK293 ssDAF-12/GRIP1 lit1-tk-luc reporter; % of 3 µM dafachronic acid response;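 active = activation above the mean over all tested compounds plus 3 SD, cut at about 0.9% in these data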;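 note: 0% = DMSO-only wells and 100% = 3 µM delta7-dafachronic acid wells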
hgDAF12 agonist: H. glycines DAF-12 receptor agonists, primary screen, cell-based, luminescence, HEK293, GAL4 fusion, UAS-luciferase. Nuclear hormone receptor DAF-12 (Heterodera glycines), GAL4 fusion. 370,000 tested, 1.8% active. activation, % at 6.8 µM. HEK293 GAL4-hgDAF12 UAS-luciferase reporter, agonist luminescence; normalized to butyrate control;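 active = activation above a cutoff set at the mean of all screened compounds plus 3 SD, cut at about 10% in these data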;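 note: 0% = DMSO wells and 100% = sodium butyrate wells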
NPR1 activator: GC-A stimulated cGMP production enhancers – HEK293 GC-A cells, cGMP TR-FRET, EC30 ANP, primary screen. 370,000 tested, 0.14% active. 0% at EC30 ANP, 100% saturating ANP. Atrial natriuretic peptide receptor 1 (Homo sapiens), P16066. activation, % at 10 µM. AID 1671463, 2021; in the data active = activation above about 40%
hcDAF-12 act: H. contortus DAF-12 nuclear receptor activators, primary screen, cell-based, luminescence, HEK293, lit1-tk-luc reporter. activation, % at 6.8 µM. HEK293 hcDAF-12 lit1-tk-luc reporter; 0% DMSO, 100% Δ7-dafachronic acid. 370,000 tested, 1.4% active;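 active = activation above the mean of all tested compounds plus 3 SD, cut at about 5.5% in these data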;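 note: 100% = response to 3 µM Δ7-dafachronic acid high control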
NPR2 activator: human GC-B receptor activators, primary screen, HEK293 GC-B cells, cGMP TR-FRET, EC30 CNP. 370,000 tested, 0.11% active. 0% at EC30 CNP, 100% saturating CNP. activation, % at 10 µM. AID 1920062, 2024;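 active = activation at 10 µM reaching about 35% in either raw or pattern-adjusted values, limit read from the data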
SMARCA2 activ: SMARCA2 (BRM) function activators, primary screen, cell-based, luminescence, high throughput. MG213 cells, MMTV-luciferase reporter, dexamethasone, overnight. activation, % at 9.1 µM. 370,000 tested, 1% active. AID 652017, 2013; in the data active = activation above about 7.8%;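 note: 0% = vehicle wells and 100% = reference activator wells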
* = called active by the depositor; . = no result given.

SMILES	DAX1 inh-1	sPLA2-III inh	FXN GAA850 act	KLK7 zymogen act	DAX1 inh-2	ssDAF12 agonist	hgDAF12 agonist	NPR1 activator	hcDAF-12 act	NPR2 activator	SMARCA2 activ
Cc1ccc(NC(=O)C2CC(=O)N(c3ccc4c(c3)OCCO4)C2)cc1S(=O)(=O)N1CCCCCC1 (stereo not given)	-3.1	-34	-0.5	0.6	-4.9	-2.0	-4.8	1	-3.4	-1	-3
CCOC(=O)C1CCN(C(=O)c2cc3cc4ccc(OC)cc4nc3o2)CC1	-1.3	6	4.3	-1.6	3.8*	-0.7	7.3	12	1.3	9	7
Cn1c(=O)n(CC(=O)NC2CCCCC2)c(=O)c2ccccc21	0.7	8	0.8	-0.5	-1.0	-1.3	-1.1	5	-0.4	0	-2
FC(F)Oc1ccccc1NC(=S)Nc1cccnc1	0.6	1	0.9	0.4	0.2	-1.2	0.5	-2	-1.7	7	0
O=C(NCc1ccccc1)OC1CCC12CCC(c1ccccc1)CC2 (stereo not given)	.	-6	.	.	.	-1.4	3.2	-2	-0.1	4	.
Cc1ccc(C(C)NC(=O)c2c(-c3ccccc3)noc2C)cc1C (stereo not given)	0.3	-2	0.3	-0.1	-1.1	-1.0	-6.5	-3	-1.8	-1	-2
C[C@@H](OC(=O)N(C)Cc1ccccc1)[C@H]1O[C@]2(C)CCCC[C@H]1O2	1.9	7	0.3	0.4	-0.4	-1.7	1.2	3	2.7	-2	1
O=C(NCCOc1ccc(F)cc1)C1CCN(S(=O)(=O)c2ccccc2)CC1	0.6	-2	0.5	-0.1	1.2	-0.1	-0.8	0	-2.3	-3	-1
Clc1cccc(Sc2ccc(-c3ccccn3)s2)c1	-2.3	-1	2.1	-1.8	-0.8	-1.1	3.0	2	2.9	0	-1
Cc1cccnc1NC(=O)Nc1cccc(Cl)c1	1.6	3	3.0	0.7	0.8	0.5	4.9	1	-0.4	1	2
COc1cccc(C(=O)NC2C(=O)N3C(C(=O)O)=C(COC(C)=O)CSC23)c1 (stereo not given)	0.7	-9	3.9	0.4	-0.5	-0.4	0.3	0	1.1	3	-3
COC(=O)c1ccc(NC(=O)c2cccc(C)c2[N+](=O)[O-])cc1	0.1	-6	3.8	0.2	0.4	-1.7	4.4	-1	0.8	3	-1
CC(C)c1ccc(C(=O)NCc2ccc(Cl)cc2)cc1	1.6	1	4.9	0.2	1.3	-1.2	7.9	2	0.7	4	1
CNC(=S)N(CCc1c(C)[nH]c2ccc(Cl)cc12)Cc1cccnc1	-0.5	2	0.3	0.0	-0.2	-1.2	-1.3	-36	-2.0	-12	5
Cc1ccc2c(c1)NC(=O)C(CC(=O)NCCCN1CCCCC1C)O2 (stereo not given)	1.3	-3	-0.1	-0.3	-0.5	-0.7	2.1	0	2.9	0	2
COCCOc1ccc(C(F)(F)F)cc1NC(=O)COC(=O)C1=COCCO1	0.4	5	1.8	0.7	0.3	-1.1	1.9	4	-1.9	5	-2
COCCNc1nc(NCCCN(C)C)c2sccc2n1	.	8	0.8	-0.1	0.6	-1.6	1.7	6	-0.7	-2	1
Cn1c(N2CCN(C(=O)NC34CC5CC(CC(C5)C3)C4)CC2)nc2ccccc21	0.2	7	-0.3	0.0	-0.2	-1.4	1.3	-2	-0.9	-8	1
O=C(CNCc1ccco1)Nc1cccc(S(=O)(=O)N2CCCCC2)c1	1.9	5	0.6	-0.6	0.2	-0.8	-3.2	4	-0.9	1	-4
COC1=C[C@H](C(=O)NC2CCN(Cc3ccccc3)CC2)[C@H](C)[C@@H](c2ccccc2)CC1=O	.	-12	.	-0.5	0.1	-0.9	0.1	1	-1.8	4	1
CN1C(=O)C(C)(C)c2cc(S(=O)(=O)N3CCN(c4ccccc4F)CC3)ccc21	2.3	13	-0.2	0.5	-1.1	-1.7	-4.1	-1	-0.4	1	-1
COCCNc1cc(C)nc2c(-c3ccccc3OC)c(C)nn12	0.4	10	2.3	0.2	-1.5	-1.1	-4.1	1	-0.6	7	-2
Cc1ccc(C2C(C(=O)c3cc4ccccc4o3)=C(O)C(=O)N2c2cc(C)on2)cc1 (stereo not given)	0.0	-8	0.3	0.5	1.7	-1.4	2.0	18	1.0	-4	-2
O=C(Nc1nc(-c2ccccc2)cs1)c1cccc(S(=O)(=O)N2CCN(Cc3ccccc3)CC2)c1	-0.1	-8	2.3	-6.0	-0.3	-1.5	-1.8	1	-1.7	-5	-3
COc1ccc(NC(=O)c2cc(-c3cc(F)ccc3OC(C)C)n[nH]2)c(OC)c1	.	0	0.8	0.2	-1.2	-1.1	-5.7	7	-3.5	3	-1
O=C(Nc1cc(Br)ccc1O)c1cc(-c2ccco2)on1	-0.4	10	1.7	0.0	-0.1	-0.8	3.6	-1	-1.1	-1	0
CCCCc1ccc(NC(=O)CSCc2cc(=O)[nH][nH]2)cc1	-0.5	-8	4.3	0.6	0.3	-0.8	-0.8	-3	0.4	0	-1
CC(=O)N1N=C(c2ccc(C)cc2)OC1c1ccc(C)cc1 (stereo not given)	0.4	4	1.0	-6.6	0.0	-1.3	0.5	-1	0.4	1	1
CCOCCCNC(=O)c1ccc2c(c1)ncn2-c1ccc(CC)cc1	-0.1	1	-0.8	0.6	-0.4	-1.3	-1.3	2	-2.5	-1	-1
C=CCn1c(C(C)C)nc2ccccc21	0.9	2	1.4	0.1	0.2	-1.4	0.9	0	0.2	6	-1
Cc1onc(-c2c(Cl)cccc2Cl)c1C(=O)NC(=S)Nc1sc2c(c1C(N)=O)CCC(C)C2 (stereo not given)	-0.2	2	1.9	0.2	0.7	-1.4	0.2	-4	0.1	-2	-1
COc1cccc(CNC(=O)CCS(=O)(=O)c2ccc3c(c2)oc(=O)n3C)c1	0.9	3	-1.9	0.1	-0.6	-1.4	-0.7	1	2.3	4	-4
Cc1ccc(C(=O)O)cc1NC(=O)Nc1cccc2ccccc12	0.7	3	2.6	-3.0	1.5	-0.9	-2.4	1	0.2	1	0
CC(=O)C1=CCC(c2ccc(Cl)cc2)N(S(=O)(=O)c2ccccc2)C1 (stereo not given)	.	-1	.	-0.1	-2.1	-1.5	0.9	-6	-0.5	-5	-6
COc1ccc(CCC(=O)NCc2cccc(C(F)(F)F)c2)cc1	-2.0	-1	1.5	0.4	-0.4	-1.2	0.6	0	-2.2	-4	3
Cc1nonc1CN(C)C(=O)c1ccc(OC2CCN(C(=O)c3cccnc3)CC2)cc1	-0.7	1	0.0	0.0	-0.5	-1.8	0.9	-1	-2.4	-9	-2
O=C(NC1CCCC1)c1ccc(COc2ccccc2)o1	.	10	.	0.2	-0.2	-1.5	1.8	2	2.4	6	-1
CCOC(=O)Nc1c(C(=O)OC)[nH]c2cc(OC)ccc12	-0.1	-5	-3.5	0.3	-0.5	-1.1	0.5	8	0.1	3	0
CCC(C(=O)O)N1C(=O)/C(=C/C(C)=C/c2ccccc2)SC1=S (stereo not given)	-1.5	-20	2.1	0.1	0.2	-1.8	2.0	-3	-1.9	-5	-4
O=C(NCCN1CCOCC1)C(=O)NCc1ccc2c(c1)OCO2	-0.5	-1	1.3	-0.5	0.3	-0.6	-1.4	6	-0.9	1	-4
COCCN(CC(=O)NCC1CCCO1)C(=O)CCC(=O)Nc1ccccn1 (stereo not given)	-0.2	1	0.0	0.3	-0.4	-1.4	1.4	1	-0.5	-1	-4
O=C(Nc1cc2c3c(c1)CC(=O)N3CCC2)c1ccc(Br)o1	0.8	-7	0.0	-0.1	-0.2	-0.5	3.5	-6	-1.1	-3	5
CCOc1ccc(NC(=O)CSc2nnc(Cn3cnc4ccccc43)n2C)cc1	1.8	-2	-3.0	-0.9	0.1	-1.5	-1.0	-2	-2.0	5	0
O=C(NCc1ccccc1)c1ccc(Cl)c(S(=O)(=O)N2CCCC2)c1	-0.8	-5	0.3	-0.7	0.1	-1.4	-2.8	-2	-2.1	1	-3
Cc1c(Cl)cccc1NC(=O)CNC(=O)CCCc1nc2ccccc2c(=O)[nH]1	0.6	2	0.2	0.2	-0.8	-0.7	0.8	-1	-1.7	-6	-1

The list goes on, starting with the last 2 of the part before.
SMILES	DAX1 inh-1	sPLA2-III inh	FXN GAA850 act	KLK7 zymogen act	DAX1 inh-2	ssDAF12 agonist	hgDAF12 agonist	NPR1 activator	hcDAF-12 act	NPR2 activator	SMARCA2 activ
O=C(NCc1ccccc1)c1ccc(Cl)c(S(=O)(=O)N2CCCC2)c1	-0.8	-5	0.3	-0.7	0.1	-1.4	-2.8	-2	-2.1	1	-3
Cc1c(Cl)cccc1NC(=O)CNC(=O)CCCc1nc2ccccc2c(=O)[nH]1	0.6	2	0.2	0.2	-0.8	-0.7	0.8	-1	-1.7	-6	-1
Cc1cc(C)cc(NC(=O)C2CC3CCC2C3)c1 (stereo not given)	3.3	1	-0.5	-0.1	0.4	-1.4	2.3	1	-1.1	-11	-1
CCn1nc(C)c(Br)c1-c1nc(CS(=O)(=O)c2ccsc2)no1	.	-20	3.1	0.2	0.9	-1.2	0.0	-1	0.8	-4	-1
O=C1COc2ccc(C(=O)COC(=O)c3cnc(Cl)c(Cl)c3)cc2N1	-0.5	-1	0.7	0.1	1.1	-1.2	0.4	9	-0.2	5	-4
Cc1cc(/C=C(\C#N)C(=O)NCc2cccs2)c(C)[nH]1	-0.5	4	0.0	0.1	0.4	-1.2	2.5	-1	-2.5	-6	1
CCN1CCN(c2ccc(S(=O)(=O)N3CCCCC3)cc2NC(=O)Cc2ccc(OC)cc2)CC1	-0.2	-6	0.7	-0.6	-0.7	-0.7	2.9	3	2.6	3	1
Cc1ccc(NC(=S)Nc2ccc(S(=O)(=O)N3CCOCC3)cc2)cc1S(=O)(=O)N1CCOCC1	1.3	1	-0.7	0.2	-0.2	-1.0	0.3	-2	-1.1	-1	0
CCOC(=O)C1(Cc2cccc(OC)c2)CCN(Cc2ccc3c(c2)OCCO3)CC1	-0.9	-2	-1.6	-0.4	-1.2	-1.9	-1.8	-3	-1.8	-2	-6
COC(=O)C1=C(C)N(CCCC(=O)O)C(=O)NC1c1ccc(-c2ccccc2)cc1 (stereo not given)	0.3	4	1.0	-0.4	-0.3	-1.1	2.9	-5	-0.8	0	1
COc1cccc(/C=N/Nc2ncnc3c2[nH]c2ccc(C)cc23)c1OC	0.1	-6	6.9	-1.4	0.0	-1.4	-1.6	6	2.0	6	-2

Compound activity: PubChem BioAssay, several laboratories
